From PubChem
CHRM5 agonist: human M5 muscarinic receptor agonists, primary screen, CHO-K1 cells, Fluo-8 calcium fluorescence. actives 0.19% (n = 360,000). activation, % at 3 µM. CHO-K1 hM5 cells; 0% DMSO wells, 100% maximal acetylcholine response. Muscarinic acetylcholine receptor M5 (Homo sapiens), P08912;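 active = activation above the run's mean over test compounds plus 3 SD, cut at about 23% in these data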;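 also: signal is peak over basal fluorescence ratio across the kinetic read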
Target sequence (P08912 whole entry, looked up): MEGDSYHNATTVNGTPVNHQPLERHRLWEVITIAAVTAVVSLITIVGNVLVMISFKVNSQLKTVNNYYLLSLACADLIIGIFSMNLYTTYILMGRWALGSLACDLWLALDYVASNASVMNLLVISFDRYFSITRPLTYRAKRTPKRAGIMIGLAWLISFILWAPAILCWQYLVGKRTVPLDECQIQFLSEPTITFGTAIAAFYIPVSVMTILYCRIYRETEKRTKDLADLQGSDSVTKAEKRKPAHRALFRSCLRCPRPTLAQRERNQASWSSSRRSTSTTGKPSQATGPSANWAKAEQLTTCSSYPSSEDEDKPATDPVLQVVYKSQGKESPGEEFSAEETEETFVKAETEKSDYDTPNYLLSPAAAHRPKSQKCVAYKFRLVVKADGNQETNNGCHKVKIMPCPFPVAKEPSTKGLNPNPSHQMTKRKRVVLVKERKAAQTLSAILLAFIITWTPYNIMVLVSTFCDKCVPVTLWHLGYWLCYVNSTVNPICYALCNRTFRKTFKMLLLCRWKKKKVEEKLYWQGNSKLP
M1 PAM parental: nonselective calcium activators in parental CHO-K1 cells, primary screen, counter-screen for M1 PAM project, cell-based, Fluo-8 calcium fluorescence, full deck, 1536-well | ATP EC20; 0% at ATP EC20, 100% at ATP max | activation, % at 3 µM | actives 0.02% (n = 360,000);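 active = activation above the run cutoff, the mean activation of all test compounds plus 3 SD, cut at about 40% in these data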;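 also: peak over basal fluorescence ratio in a 140 s read after ATP addition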
M4 ag: human M4 muscarinic receptor agonists, primary screen, CHO-K1 cells, Fluo-8 calcium fluorescence | Muscarinic acetylcholine receptor M4 (Homo sapiens), P08173 | activation, % at 3 µM | CHO-K1 hM4/Gqi5; vehicle 0%, full acetylcholine response 100% | actives 0.14% (n = 360,000);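 active = activation above the run mean over all test wells plus 3 SD, cut at about 32% in these data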;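 also: peak over basal fluorescence ratio per well then scaled between controls; 0% = DMSO wells and 100% = acetylcholine at EC100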
Target sequence (P08173 whole entry, looked up): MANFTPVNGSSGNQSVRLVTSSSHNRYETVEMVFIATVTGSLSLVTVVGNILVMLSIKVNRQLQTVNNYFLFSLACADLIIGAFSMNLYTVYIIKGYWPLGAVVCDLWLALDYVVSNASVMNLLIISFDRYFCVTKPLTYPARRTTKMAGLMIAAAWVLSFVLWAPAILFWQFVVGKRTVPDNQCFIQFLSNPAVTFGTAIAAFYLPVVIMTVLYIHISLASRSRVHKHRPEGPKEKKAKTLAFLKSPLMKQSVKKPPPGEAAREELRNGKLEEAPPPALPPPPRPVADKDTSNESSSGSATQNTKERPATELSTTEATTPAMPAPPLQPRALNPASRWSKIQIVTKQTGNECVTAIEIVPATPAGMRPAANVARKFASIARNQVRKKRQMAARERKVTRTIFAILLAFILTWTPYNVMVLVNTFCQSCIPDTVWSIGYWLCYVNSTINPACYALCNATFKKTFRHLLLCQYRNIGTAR
M4 antag: human M4 muscarinic receptor antagonists, primary screen, CHO cells, Fluo-8 calcium fluorescence. inhibition, % at 3 µM. actives 0.73% (n = 360,000). AID 624125, 2012. CHO-hM4 cells, ACh EC80. Muscarinic acetylcholine receptor M4 (Homo sapiens), P08173;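 active = inhibition above its plate's cutoff, the mean inhibition of sample wells plus 3 SD, cut at about 27% in these data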;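 also: 0% = acetylcholine EC80 with DMSO and 100% = DMSO without agonist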
M5 PAM: human M5 muscarinic receptor positive allosteric modulators, primary screen, CHO-K1 cells, Fluo-8 calcium fluorescence; Muscarinic acetylcholine receptor M5 (Homo sapiens), P08912; CHO-K1 hM5, ACh EC20 PAM; 0% = ACh EC20, 100% = ACh EC100; activation, % at 3 µM; actives 0.3% (n = 360,000); AID 624038, 2012;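 active = activation above the run cutoff, the mean activation of all test compounds plus 3 SD, cut at about 18% in these data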
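Assay system: CHO-K1 hM5 cells / Incubation: Fluo-8 loading 80 min at 37 °C plus 30 min room temperature / Technique: Fluo-8 calcium dye fluorescence, kinetic read / Repeats: single replicate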
M5 antag: human M5 muscarinic receptor antagonists, primary screen, CHO cells, Fluo-8 calcium fluorescence; CHO-hM5 cells, ACh EC80; AID 624040, 2012; inhibition, % at 3 µM; actives 0.59% (n = 360,000);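 active = inhibition above a per-plate cutoff, the mean of that plate's test compounds plus 3 SD, cut at about 27% in these data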;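 also: 0% = acetylcholine EC80 with DMSO and 100% = DMSO without agonist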
CHO-K1 Ca antag: nonselective inhibitor or artifact in parental CHO-K1 cells. ATP-induced calcium, Fluo-8 fluorescence. inhibition, % at 3 µM. actives 0.6% (n = 360,000);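 active = inhibition above a per-plate cutoff, the plate's mean sample inhibition plus 3 SD, cut at about 24% in these data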;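 also: 0% = DMSO plus EC80 ATP and 100% = DMSO alone without ATP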
M4 PAM: human M4 muscarinic receptor positive allosteric modulators, primary screen, CHO-K1 cells, Fluo-8 calcium fluorescence | Muscarinic acetylcholine receptor M4 (Homo sapiens), P08173 | CHO-K1 hM4/Gqi5, ACh EC20; 0% = ACh EC20, 100% = maximal ACh | activation, % at 3 µM | actives 0.4% (n = 360,000);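 active = activation above its plate's cutoff, the mean activation of sample wells plus 3 SD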; also: some results filed as inactive read as strong as hits
CHO-K1 Ca ag: counter-screen for M1 agonists: effect in parental CHO-K1 cells; Fluo-8 calcium fluorescence; scaled to maximal ATP response, vehicle zero; activation, % at 3 µM; actives 0.48% (n = 360,000); in the data active = activation above about 15%;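 also: untransfected CHO-K1 host cells lacking M1 receptor as counterscreen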
An asterisk follows results filed as active.

SMILES	CHRM5 agonist	M1 PAM parental	M4 ag	M4 antag	M5 PAM	M5 antag	CHO-K1 Ca antag	M4 PAM	CHO-K1 Ca ag
CCN1C(=O)[C@H]2[C@@H](c3ccc(C)cc3)N3C(=O)N(c4ccc(C(F)(F)F)cc4)C(=O)[C@@]3(CC)[C@H]2C1=O	-1	8	2	1	-6	14	-12	3	0.3
Cc1cc(Cl)ccc1OCC(=O)NCC(=O)N/N=C/c1ccco1	-2	22	1	-4	3	-1	-8	0	1.7
CC(/C=N/NC(=O)c1cccnc1)=C\c1ccccc1	-1	17	2	-2	-3	12	-1	1	0.6
COc1ccc(-c2csc(NC(=O)CSc3nnnn3C)n2)c(OC)c1	2	-18	2	-12	-6	-3	8	15	-0.4
O=C(NC1CCCC1)C(c1cccnc1)N(C(=O)c1ccco1)c1ccc(F)cc1 (centres undefined)	0	8	9	18	-5	21	-11	-12	4.2
CC1CN(CCc2ccccc2)c2nc3c(c(=O)n(CC(N)=O)c(=O)n3C)n2C1 (centres undefined)	-2	14	2	-2	2	1	-12	0	0.8
O=C(c1ccccn1)N(Cc1ccco1)C1(C(=O)Nc2ccc(Br)cc2)CCCCC1	-1	-2	0	-10	4	-7	-1	2	0.6
O=C(NC1=NCCCCC1)c1cccc2ccccc12	-2	-7	2	-3	5	3	-13	3	0.5
COCCn1nnnc1C(c1cccc(C#N)c1)N1CCCCCC1 (centres undefined)	-2	-2	1	7	3	-5	-16	-3	-0.1
Cc1ccccc1C(=O)N1CCN(c2ccc(NC(=S)NC(=O)c3cccs3)cc2)CC1	5	-2	10	0	-6	-3	1	-12	5.7
Cn1c(NC(=O)Cc2cccc3ccccc23)cc(=O)n(C)c1=O	4	16	5	-11	-2	2	-3	13	2.2
CCn1c(SCC(=O)NNC(=O)c2ccc(OC)cc2)nnc1-c1ccco1	0	-17	1	5	-11	20	15	1	-0.1
C(=N\n1cnnc1)/c1cccs1	1	7	1	3	-2	-1	-1	-9	-0.1
COc1ccccc1NS(=O)(=O)c1cc2c(cc1C)NC(=O)CO2	2	19	4	4	-3	1	-8	2	1.5
CC(C)CCNCC(=O)NC(c1ccccc1)c1ccccc1	1	21	2	-6	10	0	-15	0	1.2
Cc1ccc(S(=O)(=O)N2CCN(S(C)(=O)=O)CC2)cc1	0	7	1	0	2	-3	-12	6	0.4
c1nc(N2CCOCC2)c2c3c(sc2n1)CCCC3	1	-4	4	1	-3	8	0	0	1.7
OC(CN1CCN(c2cccc(C(F)(F)F)c2)CC1)c1c[nH]c2ccccc12 (centres undefined)	1	-7	6	4	-9	7	30*	-6	2.0
Cc1cccc(/C=N/NC(=O)c2cc3c(s2)-c2ccccc2CC3)c1	-3	20	1	-11	7	-2	-8	11	-0.1
COc1cc2nc(SCC(=O)NCc3ccco3)n(Cc3ccc(Cl)cc3)c(=O)c2cc1OC	4	0	0	-1	-2	6	1	4	-0.3
NC(=O)COc1ccccc1	-1	-21	0	-10	-3	9	19	-4	-0.2
CCOc1ccccc1NC(=O)C1CCCN(S(=O)(=O)c2ccc(OC)c(C)c2)C1 (centres undefined)	-3	10	0	-2	-3	-6	-7	-3	-0.3
CCOc1cccc2sc(N(CCCN(C)C)C(=O)c3ccc(S(=O)(=O)N4CCCCCC4)cc3)nc12	-6	9	8	-8	-9	7	-8	-5	9.3
Nc1c(C(=O)C2CC2)sc2nc3c(cc12)CCC3	-3	19	4	-16	-5	3	-13	-2	-0.4
O=C(CNC(=O)c1ccccc1)OCC(=O)c1ccccc1Cl	-1	4	1	-2	-5	15	7	3	1.2
C=C(C)C(=O)N1CC2(CC(c3cccc(NC(=O)/C=C\C=C/C)c3)=NO2)C[C@H]1C(N)=O (some centres undefined)	3	18	1	-6	5	6	-14	8	2.2
CCN1CCN(C(=O)CCNC(=O)Cn2cnc3ccccc3c2=O)CC1	-2	8	2	-9	1	4	-11	1	0.5
Cc1ccc(NC(=O)NCc2nc3ccccc3n2C)cc1	-4	17	1	6	6	-7	-11	1	0.2
Cc1noc(C)c1C(=O)OC(C(=O)NC1CCCC1)c1ccc(F)cc1 (centres undefined)	-4	-6	0	7	-10	16	-18	-4	-0.5
Cc1ccc(NC(=O)CCS(=O)(=O)c2cc3c(cc2Cl)NC(=O)CO3)cc1	-3	9	0	3	4	5	-8	-7	0.3
CC1=C(C(=O)Nc2ccccc2)C(c2cccnc2)n2nc(-c3cccnc3)nc2N1 (centres undefined)	0	15	1	8	-2	1	-5	7	0.1
O=C(Oc1cc(=O)oc2c1c(=O)n1c3c(cccc23)CC1)c1ccccc1	2	22	0	-8	0	7	-10	3	0.7
COC(=O)Cn1ncc(N2C3CC(CC(C)(C)C3)C2C)c(Cl)c1=O (centres undefined)	9	-6	1	-4	15	-4	-5	10	0.4
N#C/C(=C(/O)c1ccc(F)cc1)c1nc2ccccc2s1	8	7	8	4	-12	-3	-10	-1	10
COc1ccccc1-c1nnc(NC(=O)C(C)C)s1	-1	7	3	-9	-3	1	-2	3	0.7
CC(=O)c1cccc(-c2ccnc3c2CC(C(=O)Nc2ccc(Cl)cc2)O3)c1 (centres undefined)	0	-4	10	-11	-6	3	0	-4	1.3
CN(C)S(=O)(=O)c1ccc(C(=O)NCC(=O)N/N=C/c2ccco2)cc1	-2	-14	1	6	-1	8	14	0	-0.1
O=C(C1CC(=O)N(c2ccc3c(c2)OCCO3)C1)N1CCN(c2ccccc2)CC1 (centres undefined)	0	14	3	0	0	8	-17	-5	1.7
Cn1c(-c2cccc([N+](=O)[O-])c2)cnc1NCc1cccc([N+](=O)[O-])c1	-10	16	6	-8	-9	-6	-17	-18	2.4
O=C(NCc1ccc(F)cc1)C1CCCN1S(=O)(=O)c1ccccc1C(F)(F)F (centres undefined)	-2	13	1	-2	3	6	-15	-1	0.7
O=C(NCCCn1cccn1)C1CCC(=O)N(Cc2ccccc2F)C1 (centres undefined)	-5	10	3	-7	5	10	-4	1	0.0
C=CCc1ccc(OCCOCCNCCCC)c(OC)c1	-5	11	1	-3	-6	5	-2	0	0.2
Cc1cc(C)nc(SC2CC(=O)N(c3ccc(C)c(C)c3)C2=O)n1 (centres undefined)	0	13	1	3	-3	4	0	-2	0.5
Cc1cc(C)c(-c2csc(Cc3nc(-c4cc5ccccc5oc4=O)cs3)n2)cc1C	0	-1	0	7	-2	1	1	-3	0.1
COc1ccc2cc3cc(C(=O)Nc4ccc5c(c4)OCO5)oc3nc2c1	-2	19	0	-4	4	-3	-11	3	0.3
Cc1onc(C(=O)NCCc2ccccc2)c1[N+](=O)[O-]	-5	5	2	-6	5	-2	-12	4	1.0
CCCOc1ccc(C2C(C(=O)OC)=CN(CCOC)C=C2C(=O)OC)cc1	-7	-2	0	4	6	-6	1	-1	-0.2
CC1(c2nnc(Cc3ccccc3)o2)CC(c2ccccc2F)=NO1 (centres undefined)	0	-10	1	7	0	9	-4	3	-0.3
Cc1noc(C)c1COc1ccc(C(=O)N2CCC(C)CC2)cc1	3	0	2	1	-8	-1	-8	0	0.8
Cc1ccc(Cl)c(OCC(=O)Nc2ccccc2N2CCCCC2)c1	-1	-12	0	-7	-1	8	16	0	0.2
O=C1N(c2ccc(Cl)c(Cl)c2)CN(Cc2ccccc2)CN1n1cnnc1	-1	-6	0	-5	1	5	11	2	0.1
CC(C)C(=O)N1CCN(S(=O)(=O)c2ccc3ccccc3c2)CC1	4	12	6	1	-2	6	-13	-1	5.3
CCOc1ccc(NC(=O)CN(C)C(=O)c2ccc(-c3ccc(C(C)=O)cc3)o2)cc1OCC	-1	-18	5	-3	-4	1	12	-4	0.1
Cc1nn2c(N3CCN(c4ccccn4)CC3)cc(C(C)C)nc2c1-c1ccccc1	-2	-5	0	3	1	-1	21	1	-0.1
COC(=O)C1=C(C)NC(=O)CC1c1ccccc1OC (centres undefined)	0	-4	1	1	1	9	2	11	0.1

An excerpt of these results, as a markdown table.
| Structure | CHRM5 agonist | M1 PAM parental | M4 ag | M4 antag | M5 PAM | M5 antag | CHO-K1 Ca antag | M4 PAM | CHO-K1 Ca ag |
| --- | --- | --- | --- | --- | --- | --- | --- | --- | --- |
| COc1ccccc1-c1nnc(NC(=O)C(C)C)s1 | -1 | 7 | 3 | -9 | -3 | 1 | -2 | 3 | 0.7 |
| CC(=O)c1cccc(-c2ccnc3c2CC(C(=O)Nc2ccc(Cl)cc2)O3)c1 (centres undefined) | 0 | -4 | 10 | -11 | -6 | 3 | 0 | -4 | 1.3 |
| CN(C)S(=O)(=O)c1ccc(C(=O)NCC(=O)N/N=C/c2ccco2)cc1 | -2 | -14 | 1 | 6 | -1 | 8 | 14 | 0 | -0.1 |
| O=C(C1CC(=O)N(c2ccc3c(c2)OCCO3)C1)N1CCN(c2ccccc2)CC1 (centres undefined) | 0 | 14 | 3 | 0 | 0 | 8 | -17 | -5 | 1.7 |
| Cn1c(-c2cccc([N+](=O)[O-])c2)cnc1NCc1cccc([N+](=O)[O-])c1 | -10 | 16 | 6 | -8 | -9 | -6 | -17 | -18 | 2.4 |
| O=C(NCc1ccc(F)cc1)C1CCCN1S(=O)(=O)c1ccccc1C(F)(F)F (centres undefined) | -2 | 13 | 1 | -2 | 3 | 6 | -15 | -1 | 0.7 |
| O=C(NCCCn1cccn1)C1CCC(=O)N(Cc2ccccc2F)C1 (centres undefined) | -5 | 10 | 3 | -7 | 5 | 10 | -4 | 1 | 0.0 |
| C=CCc1ccc(OCCOCCNCCCC)c(OC)c1 | -5 | 11 | 1 | -3 | -6 | 5 | -2 | 0 | 0.2 |
| Cc1cc(C)nc(SC2CC(=O)N(c3ccc(C)c(C)c3)C2=O)n1 (centres undefined) | 0 | 13 | 1 | 3 | -3 | 4 | 0 | -2 | 0.5 |
| Cc1cc(C)c(-c2csc(Cc3nc(-c4cc5ccccc5oc4=O)cs3)n2)cc1C | 0 | -1 | 0 | 7 | -2 | 1 | 1 | -3 | 0.1 |
| COc1ccc2cc3cc(C(=O)Nc4ccc5c(c4)OCO5)oc3nc2c1 | -2 | 19 | 0 | -4 | 4 | -3 | -11 | 3 | 0.3 |
| Cc1onc(C(=O)NCCc2ccccc2)c1[N+](=O)[O-] | -5 | 5 | 2 | -6 | 5 | -2 | -12 | 4 | 1.0 |
| CCCOc1ccc(C2C(C(=O)OC)=CN(CCOC)C=C2C(=O)OC)cc1 | -7 | -2 | 0 | 4 | 6 | -6 | 1 | -1 | -0.2 |
| CC1(c2nnc(Cc3ccccc3)o2)CC(c2ccccc2F)=NO1 (centres undefined) | 0 | -10 | 1 | 7 | 0 | 9 | -4 | 3 | -0.3 |
| Cc1noc(C)c1COc1ccc(C(=O)N2CCC(C)CC2)cc1 | 3 | 0 | 2 | 1 | -8 | -1 | -8 | 0 | 0.8 |
| Cc1ccc(Cl)c(OCC(=O)Nc2ccccc2N2CCCCC2)c1 | -1 | -12 | 0 | -7 | -1 | 8 | 16 | 0 | 0.2 |
| O=C1N(c2ccc(Cl)c(Cl)c2)CN(Cc2ccccc2)CN1n1cnnc1 | -1 | -6 | 0 | -5 | 1 | 5 | 11 | 2 | 0.1 |
| CC(C)C(=O)N1CCN(S(=O)(=O)c2ccc3ccccc3c2)CC1 | 4 | 12 | 6 | 1 | -2 | 6 | -13 | -1 | 5.3 |

Hits appear at their usual frequency. Share with any hit: about 2.7%.
